Compound activity: PubChem BioAssay, Broad Institute
RAD52 anneal inh = RAD52 (human) annealing inhibition | inhibition, % at 18.7 µM | recombinant RAD52 DNA annealing, FRET fluorescence | hit rate 0.46% among 360,000;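 active means every replicate showing at least 50% inhibition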
FN deposition inh = fibronectin deposition inhibition. AH1F fibroblasts, Alexa488-fibronectin deposition fluorescence, overnight. hit rate 0.086% among 350,000. inhibition, % at 12.6 µM. AID 743247;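 active means mean inhibition across replicates of 30% or more, regardless of how many single replicates reach that level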;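 further: positive control wells lacked labelled fibronectin entirely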
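Schedule: 1 h cell adhesion before compound, then overnight fibronectin incubation; test system: AH1F fibroblast monolayer depositing Alexa488-labelled fibronectin into matrix; quantity: 10000 AH1F cells per well; probe or stimulus: fluorescent fibronectin at 24 nM final; signal: fluorescence, ex 485 nm, em 525 nm; evaluation: percent inhibition as loss of matrix-bound fibronectin fluorescence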
XiGFP reactiv = reactivates the inactive X chromosome in mouse fibroblasts. XiGFP mouse fibroblasts, % GFP-positive cells imaging, 3 d; cells co-treated with 5-aza-dC sensitizer; scaled so ellipticine positive control = 100%. activation, % at 7.58 µM. hit rate 0.055% among 360,000;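 active means mean normalized replicate activation at least 10% and every replicate at or above 10%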;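 further: 0% = median of on-plate neutral control wells and 100% = ellipticine 6 µM median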
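Assay system – SV40-immortalized XiGFP fibroblast cells, line 68-5-11 · Buffer or medium – DMEM supplemented with 5-aza-dC as sensitizing agent · Dosing – one concentration, pinned · Benchmarks – positive control ellipticine, 6 µM final · Times – 3 days compound exposure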
S100A4 inh HTS = blocks human S100A4 binding to myosin IIA peptide. hit rate 0.14% among 360,000. P26447. AID 652163. inhibition, % at 10.7 µM. S100A4/TAMRA-MyoIIA peptide fluorescence polarization;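 active means mean inhibition of at least 70% across replicates, with every replicate also reaching that level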
Target sequence (P26447 whole entry, looked up): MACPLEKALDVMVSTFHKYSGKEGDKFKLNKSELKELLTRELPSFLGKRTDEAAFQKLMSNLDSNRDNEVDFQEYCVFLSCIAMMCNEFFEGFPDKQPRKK
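Material: human S100A4 monomer with TAMRA-labelled myosin IIA peptide; buffer or medium: HEPES pH 7.2 with CaCl2, KCl, NaCl, DTT, Triton; compound dosing: one concentration per compound; schedule: 5 min incubation before reading; benchmarks: neutral control DMSO, positive control TFP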
EWS-Fli block = EWS/Fli transcriptional activity inhibition; AID 651661; A673 NR0B1-luciferase reporter, viability-normalised; inhibition, % at 12.6 µM; hit rate 0.67% among 350,000;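 active means mean inhibition of at least 50% after viability correction, with every replicate also passing that limit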;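 further: firefly luciferase signal divided by Alamar Blue viability fluorescence both relative to DMSO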
RAD54 branch = RAD54 (human) branch migration inhibition; RAD54 Holliday junction branch migration, FAM/BHQ fluorescence; inhibition, % at 10.4 µM; hit rate 0.14% among 360,000;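 active means mean normalized replicate activity at least 40 and at least half of replicates scoring 40 or more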;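 further: 0% = median of neutral control wells and 100% = median of positive control wells; inhibitors cause a drop in the FAM fluorescence signal; in these data hits start at about 50%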
Target sequence (Q92698 whole entry, looked up): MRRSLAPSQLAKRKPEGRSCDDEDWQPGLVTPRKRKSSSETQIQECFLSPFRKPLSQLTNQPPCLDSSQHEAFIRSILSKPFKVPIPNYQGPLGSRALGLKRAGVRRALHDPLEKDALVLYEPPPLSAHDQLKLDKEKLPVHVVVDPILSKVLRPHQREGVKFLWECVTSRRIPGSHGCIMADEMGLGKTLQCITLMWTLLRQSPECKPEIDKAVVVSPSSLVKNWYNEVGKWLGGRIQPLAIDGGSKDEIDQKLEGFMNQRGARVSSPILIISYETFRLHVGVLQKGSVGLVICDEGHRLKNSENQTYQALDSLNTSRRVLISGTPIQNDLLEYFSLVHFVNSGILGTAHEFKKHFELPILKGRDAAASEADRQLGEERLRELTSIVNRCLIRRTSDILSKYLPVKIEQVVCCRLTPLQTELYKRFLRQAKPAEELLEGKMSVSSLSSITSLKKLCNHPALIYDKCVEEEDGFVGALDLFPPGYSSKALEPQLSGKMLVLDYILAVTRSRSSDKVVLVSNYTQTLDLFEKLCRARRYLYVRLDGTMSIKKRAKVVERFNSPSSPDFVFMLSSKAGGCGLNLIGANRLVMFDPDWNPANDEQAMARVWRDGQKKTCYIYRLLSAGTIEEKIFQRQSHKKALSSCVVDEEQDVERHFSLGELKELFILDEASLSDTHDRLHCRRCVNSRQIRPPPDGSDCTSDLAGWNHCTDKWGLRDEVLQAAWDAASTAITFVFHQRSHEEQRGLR
E-sel inducer = induces E-selectin expression in human endothelial cells; activation, % at 7.58 µM; hit rate 0.37% among 260,000; HUVEC E-selectin immunofluorescence imaging; normalized: neutral wells 0, TNF-alpha wells 100; P16581;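 active means mean E-selectin-positive cell signal at least 10% of the positive control, reached in at least 60% of replicates, without over 20% cell loss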;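 further: in these data hits start at about 27%; measured in HUVEC primary endothelial cells; signal is the percent of cells scored E-selectin positive by PE staining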
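System: HUVEC, human umbilical vein endothelial cells; quantity: 3,000 cells/well; buffer or medium: EGM-2 medium, gelatin-coated wells; dosing: single-point compound dose; detection: immunofluorescence imaging; evaluation: % PE-positive cells; benchmarks: TNF-alpha, DMSO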
esBAF inh = blocks esBAF chromatin remodeling in mouse ES cells. Bmi1-luciferase knock-in reporter, 24 h; 100% = twice the neutral-well signal. reporter increase, % at 12.5 µM. hit rate 2% among 350,000; in the data active means activation above about 40%;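 further: 0% = median of the plate's neutral control wells and 100% = double that signal; a rise in the Bmi1 reporter signal indicates esBAF inhibition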
* marks the source's active call; other numbers are inactive results; · = no result given.

Start of the listing, in advance, four compounds:
SMILES	RAD52 anneal inh	FN deposition inh	XiGFP reactiv	S100A4 inh HTS	EWS-Fli block	RAD54 branch	E-sel inducer	esBAF inh
CC(=O)N1CCc2c(sc(NC(=O)C3COc4ccccc4O3)c2C(N)=O)C1 (configuration not stated)	-45	-4	0.1	9	-36	-6	0.0	-2
Cc1nc(NC(=O)c2ccc3c(c2)OCCO3)ccc1Br	-3	-3	0.5	-2	-41	-2	2.7	34
CCCCCCCCN1C(=O)[C@@H](CC(=O)NCCCOCCCC)C[C@@]2(C(=O)OC)C1=C[C@H](C1CCCC1)O[C@@H]2C	-9	6	-0.1	-1	-7	·	-0.5	·
CN(C(=O)c1ccc2c(c1)CCN2S(C)(=O)=O)c1ccccc1	-10	4	0.0	-3	6	-2	4.6	-1

This part in full, previewed entries included:
SMILES	RAD52 anneal inh	FN deposition inh	XiGFP reactiv	S100A4 inh HTS	EWS-Fli block	RAD54 branch	E-sel inducer	esBAF inh
CC(=O)N1CCc2c(sc(NC(=O)C3COc4ccccc4O3)c2C(N)=O)C1 (configuration not stated)	-45	-4	0.1	9	-36	-6	0.0	-2
Cc1nc(NC(=O)c2ccc3c(c2)OCCO3)ccc1Br	-3	-3	0.5	-2	-41	-2	2.7	34
CCCCCCCCN1C(=O)[C@@H](CC(=O)NCCCOCCCC)C[C@@]2(C(=O)OC)C1=C[C@H](C1CCCC1)O[C@@H]2C	-9	6	-0.1	-1	-7	·	-0.5	·
CN(C(=O)c1ccc2c(c1)CCN2S(C)(=O)=O)c1ccccc1	-10	4	0.0	-3	6	-2	4.6	-1
O=C(NCCc1ccccc1)c1cccc(NC(=O)C2CC2)c1	-8	8	0.6	-2	-67	3	0.4	52*
C[C@@H]1CCCCO[C@@H](CN(C)S(C)(=O)=O)[C@H](C)CN([C@@H](C)CO)C(=O)c2cc(NS(C)(=O)=O)ccc2O1	·	·	0.3	·	-24	2	-0.1	-5
CC(=O)Nc1ccc(S(=O)(=O)c2ccc(C)cc2)cc1	-13	10	0.0	-1	3	·	·	·
COc1ccc(NS(=O)(=O)c2ccc(NC(=O)C3CCCO3)cc2)cc1 (configuration not stated)	-27	5	·	2	·	-9	·	9
Cc1ccc(O)c(NC(=S)NC(=O)C(C)C)c1	5	3	0.0	-3	2	9	0.6	-2
Cc1ccc(S(=O)(=O)N2CCCC2C(=O)OCc2ccccc2)cc1 (configuration not stated)	-7	-9	0.0	-21	10	·	·	·
COC(=O)/C(=C/c1c[nH]c2ccccc12)NC(C)=O	-7	-8	0.1	-2	10	·	1.9	5
CO[C@@H]1CN(C)C(=O)c2ccc(NS(C)(=O)=O)cc2OC[C@@H](C)NC[C@H]1C	-10	-4	0.2	2	2	2	8.8	0
CN(C1(C)CCS(=O)(=O)C1)S(=O)(=O)c1cccc([N+](=O)[O-])c1 (configuration not stated)	-3	0	0.1	2	-2	5	2.4	-3
C[C@@H]1CN([C@@H](C)CO)C(=O)c2cccc(NC(=O)NC3CCCCC3)c2O[C@H]1CN(C)CC1CC1	5	·	0.4	-2	-6	-10	-9.3	-3
CCCC1NC(=S)N(C2CCCCC2)C1=O (configuration not stated)	0	8	0.2	-2	0	·	-3.1	·
CCCNC(=O)c1nnsc1S(=O)c1ccc(Cl)cc1 (configuration not stated)	8	·	0.7	8	41	·	·	·
O=C(O)c1cncc(Br)c1	1	2	-0.1	2	6	7	-0.4	5
Cc1nc2ccccc2c(=O)n1/N=C/c1ccccc1Cl	-10	1	0.0	-4	-104	-6	1.1	27
CCN(CC)S(=O)(=O)c1ccc(NC(=O)CO/N=C(\N)c2ccccc2)cc1	-17	·	0.3	-2	13	1	4.3	·
CC(=O)Nc1ccc(NC(=O)C2CCN(S(=O)(=O)c3ccc4c(c3)OCCO4)CC2)cc1	-13	0	-0.1	-2	2	6	0.3	-8
CCOc1ccc(NC(=O)C[n+]2ccccc2)cc1	-6	2	0.0	-4	6	·	·	·
O=C(COC(=O)C1CCC1)Nc1cc(S(=O)(=O)N2CCOCC2)ccc1Cl	-4	0	-0.1	3	-5	-1	0.0	-3
O=C(c1ccccc1)N1CC[C@@H]2[C@@H](CO)Nc3ccc(-c4ccccc4F)cc3[C@@H]21	5	11	0.0	19	-1	-4	0.1	1
Cc1cc(C)c2[nH]c(O)c(N=Nc3ccc(C(=O)O)cc3)c2c1	-40	2	0.0	-5	-49	-3	0.6	47*
O=S(=O)(c1cccs1)N1CCCCN2[C@@H](CO)[C@H](c3ccc(C4=CCCC4)cc3)[C@@H]2C1	25	·	0.6	-13	16	3	-0.5	-10
O=C(Cn1cccc1C(=O)c1ccccc1)NCc1ccccc1Cl	-2	-9	0.0	2	-64	-6	·	56*
CN(C)c1ncnc2c1ncn2[C@H]1CN(Cc2ccc(F)cc2)C[C@@H](CO)O1	-15	-7	0.0	3	-10	4	·	-3
COc1ccc(/C=C/C(=O)NC(=S)NNC(=O)c2cccs2)cc1	-31	·	0.1	0	42	·	·	·
C=CCn1cnc2c(nnn2-c2ccc(C)c(Cl)c2)c1=O	-16	·	0.0	-22	-2	·	·	·
O=C(COC(=O)CCc1nc2ccccc2s1)NCc1ccco1	-1	-14	1.4	-6	3	-8	2.1	4
C=C1CCN([C@H](C(=O)NCc2cc(OC)c(OC)c(OC)c2)C(C)C)S(=O)(=O)c2ccccc21	-52	-18	0.1	0	0	-7	-0.1	2
CN(c1ccccc1)S(=O)(=O)c1ccc(Cl)c(C(=O)OCC(=O)NCc2ccco2)c1	-32	2	-0.1	9	-2	-6	·	·
Cc1nc2sc(C(c3ccc(C(C)C)cc3)N3CCN(CCO)CC3)c(O)n2n1 (configuration not stated)	4	9	0.0	-1	15	-1	·	-3
CNC[C@@H]1Oc2ncc(-c3ccc(C)cc3)cc2C(=O)N([C@H](C)CO)C[C@@H]1C	17	-1	-0.3	-3	9	8	0.3	0
COc1ccc(C#Cc2ccc3c(c2)[C@@H]2[C@@H](CCN2S(=O)(=O)c2cccc(OC)c2)[C@@H](CO)N3C)cc1	67*	-8	-0.1	0	6	5	-0.1	-10
Cc1ccc(N/C=C/C(=O)c2ccccc2)cc1Br	-17	-1	0.1	1	-24	6	·	19
Cc1ccc(S(=O)(=O)N[C@@H]2CC[C@H](CCn3cc(-c4ccccc4F)nn3)O[C@@H]2CO)cc1	-6	·	0.5	-8	10	-2	0.9	9
COc1ccc(OC)c(-c2csc(NC(=O)c3ccc(F)cc3)n2)c1	-7	2	0.1	-22	17	-2	·	11
CC(=O)c1sc(=S)n(Cc2ccccc2)c1C	-16	5	0.0	-2	10	-2	0.9	0
C[C@@H]1CCCCO[C@@H](CN(C)S(C)(=O)=O)[C@H](C)CN([C@@H](C)CO)C(=O)c2cc(NS(=O)(=O)c3ccc(Cl)cc3)ccc2O1	-3	-1	0.4	-1	-9	3	-0.2	3
CC(C)C(=O)Nc1c(C(=O)N2CCN(c3ncccn3)CC2)oc2ccccc12	1	0	0.0	0	8	-8	·	-7
CSCC[C@H](NS(=O)(=O)c1ccc(C(C)=O)cc1)c1nnc2ccccn12	-9	-5	0.1	3	·	-7	·	-1
C[C@H]1CNC(=O)c2c(C(=O)Nc3ccc(CNC(=O)OC(C)(C)C)cc3)ncn21	-12	-2	-0.1	-3	18	5	-0.5	28
NS(=O)(=O)c1ccc(NC(=O)CSc2ncnc3ccccc23)cc1	-21	5	0.5	-8	-1	·	·	·
CCCC#Cc1cnc2c(c1)C(=O)N([C@H](C)CO)C[C@@H](C)[C@@H](CN(C)C(=O)C1CCCCC1)O2	·	·	-1.2	·	6	·	0.2	-1
COc1cc2ccccc2cc1C(=O)OCC(=O)NC1CCS(=O)(=O)C1 (configuration not stated)	-5	4	0.2	3	-1	·	·	·
O=C(Cn1cnc2c(nnn2Cc2ccc(F)cc2)c1=O)NCc1ccccc1	-17	-3	0.3	-4	4	·	2.2	·
CN(C)c1ccc(C(=O)NCCCSc2ccccc2)cc1	3	·	-0.1	-3	-1	-16	0.1	·
CCCC(CCC(=O)Nc1cccc([N+](=O)[O-])c1)C(=O)O (configuration not stated)	-21	-12	-0.1	-2	1	1	3.6	-5
CN1CCn2cnc(C(=O)Nc3ccc(CNC(=O)OC(C)(C)C)cc3)c2C1=O	3	5	0.1	7	-5	-5	0.2	1
COc1ccc(-n2c(=O)c(NC(=O)c3ccccc3)c3n(c2=S)CCCCC3)cc1	-7	-2	0.3	0	6	·	0.2	·
COCCn1c(N)c(N(Cc2ccccc2)C(=O)COc2ccccc2F)c(=O)[nH]c1=O	-12	5	-0.1	-1	1	-12	·	-9
CC1CCN(C(=O)COc2coc(CN3CCc4ccccc43)cc2=O)CC1	-15	0	0.1	1	2	-1	·	·
C[C@H](O)C#Cc1ccc2c(c1)O[C@@H](CN(C)C)[C@H](C)CN([C@H](C)CO)S2(=O)=O	-1	48*	0.0	16	-1	5	-0.7	0
Cc1onc(C(=O)N2CCOCC2)c1[N+](=O)[O-]	-13	-1	-0.1	-3	-4	·	0.0	·
C[C@H](CO)N1C[C@H](C)[C@H](CN(C)C(=O)c2ccccn2)Oc2ncc(-c3ccc(F)cc3)cc2C1=O	0	-5	-1.4	11	-3	-1	0.4	-5
COc1ccc(N2CCN(C(=O)CNC(=O)Cc3ccccc3)CC2)cc1	-1	0	0.0	-1	8	-7	-0.3	·
O=C(COC(=O)c1cccc(S(=O)(=O)Nc2ccc(F)cc2)c1)NCCN1C(=O)CSC1=O	-10	0	0.0	-4	-7	-16	-0.2	-1
COC(=O)C[C@H]1c2cc(C(F)(F)F)ccc2S(=O)(=O)N1C(C)(C)C	2	4	4.3	7	0	15	-0.3	-3
O=C(O)/C=C/C(=O)NNc1ccc([N+](=O)[O-])cc1	-9	-18	0.0	0	4	·	·	·
New compounds follow.
SMILES	RAD52 anneal inh	FN deposition inh	XiGFP reactiv	S100A4 inh HTS	EWS-Fli block	RAD54 branch	E-sel inducer	esBAF inh
CC(=O)Nc1cccc(OC(=O)COc2ccc(Br)cc2)c1	-7	8	0.0	-3	3	·	0.1	·
CCN(C[C@@H]1[C@@H](c2ccccc2)[C@@H](CO)N1CC1CC1)C(=O)c1ccccn1	·	5	0.0	·	-5	2	0.1	0
Cc1ccccc1NC(=S)N1CCCC(c2nc3ccccc3[nH]2)C1 (configuration not stated)	-11	11	0.6	-15	-1	-6	1.5	·
COC(=O)c1ccc(C(=O)N(C)C2CCCN(Cc3ccccc3F)C2)cc1 (configuration not stated)	-16	-2	0.2	-2	0	-19	0.4	-1
Cc1noc(C)c1NC(=O)Nc1ccc2c(c1)C(=O)N([C@@H](C)CO)C[C@@H](C)[C@H](CN(C)Cc1ccc3c(c1)OCO3)OCCCC[C@H](C)O2	·	-12	0.2	·	1	3	0.1	-6
COc1cccc(-c2ccc3c(c2)[C@H]2[C@H](CCN2C(=O)C2CCC2)[C@H](CO)N3)c1	·	4	0.0	·	-16	2	0.0	2
CCOC(=O)N1C2C=C(C)[C@@H]2[C@@H]2CC(=O)N21 (some centres not stated)	-1	1	0.1	1	1	-4	·	·
O=C(Nc1ccc(Br)cc1)N1CCCCC1	-4	·	0.0	-1	-47	·	·	·

Rows were taken by chance. Share with any hit: about 3%.
